Screening results deposited in PubChem by several laboratories.
S1P2 agonist = S1P2 receptor agonists, primary screen, cell-based; activation, % at 4.5 µM; Sphingosine 1-phosphate receptor 2 (Homo sapiens), O95136; S1P2-expressing cell line, agonist reporter read-out; 97,000 tested, 0.46% active; in the data active = activation above about 16%;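 note: 0% = vehicle low control and 100% = maximal reference agonist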
Target sequence (O95136 whole entry, looked up): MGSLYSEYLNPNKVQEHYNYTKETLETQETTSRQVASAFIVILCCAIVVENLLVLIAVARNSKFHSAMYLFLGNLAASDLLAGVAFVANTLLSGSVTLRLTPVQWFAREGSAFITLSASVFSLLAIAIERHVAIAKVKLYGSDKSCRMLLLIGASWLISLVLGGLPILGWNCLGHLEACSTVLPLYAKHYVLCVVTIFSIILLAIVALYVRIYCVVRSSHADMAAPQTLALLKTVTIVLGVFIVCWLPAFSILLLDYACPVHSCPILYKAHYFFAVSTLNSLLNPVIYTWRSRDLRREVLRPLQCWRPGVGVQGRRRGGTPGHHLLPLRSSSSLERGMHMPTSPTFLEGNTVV
LYP inh 2 = PTPN22 phosphatase inhibitors, primary screen, biochemical, DiFMUP fluorescence, 2 µM; Tyrosine-protein phosphatase non-receptor type 22 (Homo sapiens), Q9Y2R2; inhibition, % at 2 µM; recombinant LYP catalytic domain; 96,000 tested, 0.21% active;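 active = inhibition at 2 µM at or above a set limit, the screen mean plus 3 SD, cut at about 24% in these data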;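 note: 0% = DMSO with enzyme and 100% = enzyme fully blocked by orthovanadate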
PostGolgi yeast = phenotypic screen on post-Golgi transport, primary screen | post-Golgi transport phenotypic cell assay | inhibition, % at 10 µM | 98,000 tested, 0.9% active | AID 739, 2007;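 note: yeast cells grown in 1536-well plates; yeast grown about 18 h at 30C before absorbance read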
S1P2 blocker = human S1P2 receptor antagonists, primary screen, cell-based | Sphingosine 1-phosphate receptor 2 (Homo sapiens), O95136 | cell-based S1P2 antagonist assay, inhibition at 5 uM | 97,000 tested, 0.21% active | inhibition, % at 5 µM; in the data active = inhibition above about 45%;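 note: CRE beta-lactamase reporter cells expressing human S1P2 stimulated with S1P; 0% = agonist at EC80 alone and 100% = agonist plus reference antagonist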
PTPN22 act = LYP phosphatase activators, primary screen, biochemical, DiFMUP fluorescence, 2 µM. Tyrosine-protein phosphatase non-receptor type 22 (Homo sapiens), Q9Y2R2. recombinant LYP; 0 = plate median, 100 = signal doubled. activation, % at 2 µM. 96,000 tested, 0.11% active;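 active = activation at 2 µM above a set limit, the mean plus 5 SD, cut at about 37% in these data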
PostGolgi ctrl = growth inhibition of yeast control strain, primary screen, counter-screen for post-Golgi transport modulator project; inhibition, % at 10 µM; AID 738, 2007; efflux-deficient yeast background strain, growth absorbance A615, 16 h; 98,000 tested, 5% active
HIV Rev-RRE inh = HIV-1 Rev-RRE binding inhibitors, primary screen, biochemical, FRET, protein-RNA interaction | Rev peptide-RRE RNA binding | inhibition, % at 8 µM | 97,000 tested, 0.79% active;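 active = inhibition above the screen-wide mean plus 3 SD, cut at about 35% in these data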;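 note: 0% = median DMSO wells and 100% = median Neomycin B control wells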
Target sequence (P05866 whole entry, looked up): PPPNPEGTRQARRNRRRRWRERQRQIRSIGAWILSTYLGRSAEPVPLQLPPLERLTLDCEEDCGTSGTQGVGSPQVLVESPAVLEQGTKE
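Test system – labelled RRE RNA duplex and labelled Rev peptide · Reagent – labelled Rev peptide · Doses – one concentration, 8 µM nominal · Incubation – 5 + 15 min at 25 °C · Signal – FRET fluorescence readout · Read-out basis – % inhibition of FRET ratio versus controls · Control set – DMSO wells as 0% and neomycin B wells as 100% inhibition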
EphB4 ephrin blk = EphB4-ephrin-B2 interaction antagonists, primary screen, biochemical, TNYL-RAW peptide probe, fluorescence polarization; inhibition, % at 7 µM; EphB4 LBD / TNYL-RAW-Alexa532 peptide; Ephrin type-B receptor 4 (Homo sapiens), P54760; 97,000 tested, 0.15% active;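 active = inhibition above the screen-wide mean inhibition plus 3 SD, cut at about 15% in these data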;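 note: 0% = DMSO wells and 100% = excess unlabeled TNYL-RAW peptide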
FAK blocker = FAK kinase inhibitors, primary screen, biochemical | biochemical FAK kinase activity assay | Focal adhesion kinase 1 (Homo sapiens), Q05397 | AID 727, 2007 | 97,000 tested, 0.84% active | inhibition, %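 (tested at 7 µM)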; in the data active = inhibition above about 19%;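 note: 0% = DMSO and 100% = reference compound high control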
The depositor's hits bear a star; nt = not tested or not shown. Cut-off read from the data, not from the text of the source, unless noted: active = inhibition above about 30%; inactive = the rest.

Below each SMILES – S1P2 agonist | LYP inh 2 | PostGolgi yeast | S1P2 blocker | PTPN22 act | PostGolgi ctrl | HIV Rev-RRE inh | EphB4 ephrin blk | FAK blocker
CCCC(C(=O)NC1CCCC1)N(CCCN1CCOCC1)C(=O)c1snc(C(N)=O)c1N (stereo not drawn)
    -4 | 3 | 4 | 15 | -3 | 3 | 5 | 6 | 2
O=C(Cc1ccccc1)Nc1nc(=O)c2ccccc2s1
    -6 | 6 | -6 | 36 | -6 | 17 | 18 | 5 | 5
Cc1ccc(C(=O)Nc2ccc3c(c2)nc2n3CCSC2)cc1
    -8 | -4 | -5 | 6 | 1 | 21 | 6 | -15 | -1
COc1ccc(N(CC(=O)N2CCc3ccccc3C2)S(=O)(=O)c2c(C)[nH]c(=O)[nH]c2=O)cc1
    -2 | -3 | 1 | 9 | 2 | 8 | 2 | -5 | 1
CCOc1cc(N2CCOCC2)c(OCC)cc1NC1=NCCCCC1
    -5 | 6 | -7 | -14 | -8 | 20 | 1 | -12 | -6
N#Cc1c(NC(=O)c2ccccc2)sc2c1CCC2
    -3 | 1 | -16 | -100 | -4 | 15 | 9 | 5 | 2
CCOC(=O)Cc1c(C)nc(-c2ccccc2)[nH]c1=O
    -8 | 0 | -8 | -13 | -2 | 3 | 1 | -1 | 2
O=C(Nc1ccc2oc(-c3cccc(F)c3)nc2c1)c1ccccc1F
    -1 | 2 | -1 | -2 | -2 | 2 | 11 | 0 | -5
CC(C)C(OC(=O)c1ccco1)C(=O)NCc1cccs1 (stereo not drawn)
    -3 | 2 | -3 | -23 | -5 | -2 | -1 | -11 | 0
COc1ccccc1CCn1cnc2c3cc(C)ccc3n(C)c2c1=O
    0 | -13 | -1 | -4 | 10 | 13 | 8 | -2 | -2
COC(=O)c1ccc(/C=N\N2CCN(Cc3ccc(C)cc3)CC2)cc1
    -6 | 5 | 0 | 6 | -1 | -12 | -1 | -2 | 2
OC(COc1ccccc1)Cn1cc(Br)cn1 (stereo not drawn)
    -3 | -2 | 13 | -11 | 0 | 10 | 1 | -8 | 1
CCN(CC)CCCNC(=O)Cn1ncc2c(=O)oc3ccc(C)cc3c21
    nt | -11 | 2 | nt | 9 | 0 | nt | nt | nt
Cn1c(=O)c(=O)n(C)c2cc(S(=O)(=O)N3CCC(N4CCCCC4)CC3)ccc21
    -4 | 10 | nt | -3 | -6 | nt | 5 | 6 | -5
CC(=O)c1cc2c(=O)c3ccccc3oc2nc1C
    -8 | -8 | nt | -7 | 9 | nt | 4 | -1 | 6
COc1ccc(CCNC(=O)CN2CCN(c3cccc(Cl)c3)CC2)cc1OC
    -4 | -11 | 7 | 1 | 10 | 22 | 5 | 0 | -1
COc1ccccc1-n1c(C)nnc1SCC(=O)NCc1ccccc1
    -6 | 2 | nt | 11 | -1 | nt | 6 | -1 | -1
CCn1c(SCC(=O)Nc2nccs2)nnc1-c1ccc(S(=O)(=O)N2CCCCCC2)cc1
    1 | -11 | -5 | 7 | 10 | 15 | 6 | 5 | 0
Cc1cc(=O)n2[nH]cc(C(=O)O)c2n1
    -1 | -7 | nt | -8 | 6 | nt | 8 | -7 | 1
COc1cccc(-n2nnc3c(=O)n(C/C=C/c4ccccc4)cnc32)c1
    -4 | 2 | -8 | -6 | -2 | 19 | 10 | 3 | 8

Some of these compounds in order of their number in FAK blocker, largest number first:
Structure | FAK blocker
COC(=O)c1ccc(/C=N\N2CCN(Cc3ccc(C)cc3)CC2)cc1 | 2
OC(COc1ccccc1)Cn1cc(Br)cn1 (stereo not drawn) | 1
CCn1c(SCC(=O)Nc2nccs2)nnc1-c1ccc(S(=O)(=O)N2CCCCCC2)cc1 | 0

The listing continues.
Below each SMILES – S1P2 agonist | LYP inh 2 | PostGolgi yeast | S1P2 blocker | PTPN22 act | PostGolgi ctrl | HIV Rev-RRE inh | EphB4 ephrin blk | FAK blocker
CCOP(=O)(c1ccccc1)C1(C#N)CCCC1 (stereo not drawn)
    -3 | -4 | 1 | 19 | 2 | 8 | 6 | 14 | 2
CN(C)CCCOc1ccc(C(C)(C)c2ccccc2)cc1
    -1 | 3 | 1 | 0 | -2 | 3 | 5 | -7 | 3
O=C1C2ON(c3ccc(Br)cc3)C(c3cccnc3)C2C(=O)N1C1CCCCC1 (stereo not drawn)
    -1 | 3 | 102* | 20 | -1 | 85* | 18 | 4 | -1
CC1C(c2ccccc2)N(C)C(c2ccccc2)CC1(O)c1ccccc1 (stereo not drawn)
    0 | 6 | 9 | 3 | -7 | 16 | 13 | 9 | -1
c1nc(COc2nsnc2N2CCOCC2)cs1
    -1 | 6 | 1 | -5 | -5 | 9 | 7 | 5 | -1
CCCCNC(=O)c1sc(=S)n(-c2ccccc2OC)c1N
    -6 | 5 | -4 | -1 | -1 | 1 | 3 | 0 | 4
O=C(c1cc2c(=O)oc3ccccc3c2s1)N1CCOCC1
    -6 | -1 | 2 | -2 | -1 | 4 | 4 | -2 | -3
Cc1noc(C)c1C(=O)OCC(=O)/C=C1\N(C)c2ccccc2C1(C)C
    -7 | 2 | -12 | -3 | -2 | -3 | 2 | -7 | 0
COc1ccc(C(=O)NCc2cccnc2)cc1OC
    -3 | -4 | -1 | 6 | 2 | -3 | 9 | 9 | 1
CCCCn1nnnc1NCc1ccc(N2CCCC2)cc1
    -5 | 3 | 9 | 4 | 1 | -4 | 9 | 4 | 0
CCSc1nnc(-c2ccc(Cl)cc2Cl)o1
    -6 | 0 | 1 | 1 | -1 | 5 | 4 | 2 | -3
COc1ccccc1NC(=O)c1sc2ncn(Cc3cccc(C)c3)c(=O)c2c1C
    -6 | 15 | 9 | -6 | -14 | 7 | 10 | 2 | -12
COC(=O)c1[nH]c2ccccc2c1NC(=O)CN1CC(C)OC(C)C1 (stereo not drawn)
    -6 | 2 | 0 | -1 | 3 | -7 | 0 | 0 | -3
COc1ccc(OC)c(CNC(=O)CCN2C(=O)COc3ccccc32)c1
    -6 | 7 | -1 | 0 | -12 | 12 | 4 | 3 | -14
COc1ccccc1CNC(=O)CSc1nc2nc(C)cc(C)n2n1
    -5 | -19 | 1 | 14 | 17 | -2 | 8 | 2 | -1
CCOc1ccc(CN2CCCN(C)CC2)cc1
    -5 | 9 | 0 | -2 | -8 | 11 | 3 | -3 | 0
CCCCOCCCNC(=O)Cc1cccs1
    -5 | 4 | 1 | -8 | -4 | 13 | 4 | -4 | 4
COc1cc2cc(C(c3nnnn3C3CCCC3)N3CCc4ccccc43)c(=O)[nH]c2cc1OC (stereo not drawn)
    -6 | 6 | 4 | 11 | -7 | 1 | -1 | -1 | -1
Cc1n(CC(O)COCc2ccccc2)c2ccccc2[n+]1C (stereo not drawn)
    -2 | 7 | 1 | 17 | -4 | 7 | -1 | -3 | 1
O=C(NCc1nnc2n1CCCCC2)c1ccc(Cl)cc1Cl
    -5 | -4 | 9 | 22 | 2 | 2 | 0 | -7 | -1
Cc1ccccc1-c1nc2sc3c(c2c(=O)o1)CCC3
    -1 | -5 | nt | -10 | 4 | nt | 4 | 1 | -2
CC(C)(C)c1ccccc1N=Cc1ccc2ccccc2n1
    -3 | -4 | 5 | -2 | 6 | -10 | 21 | -6 | -1
COc1ccc(F)cc1S(=O)(=O)N1CC(C)CC(C)C1 (stereo not drawn)
    -3 | 0 | 10 | -1 | 3 | 10 | 5 | 2 | 2
COc1cccc(-c2csc(N3CCN(C(=S)Nc4cccc(Cl)c4)CC3)n2)c1
    -6 | -3 | -6 | -5 | 6 | 2 | -5 | -3 | 1
CN(CCOc1ccccc1)c1ccc(S(=O)(=O)N2CCCCC2)cn1
    -9 | -14 | -2 | 2 | 11 | 13 | 18 | 5 | -2
COc1ccc2nc3c(cc2c1)c(NC(=O)C1CCCO1)nn3CC(C)C (stereo not drawn)
    10 | 2 | -4 | 19 | -5 | 9 | 12 | 1 | 5
CCOc1ccc(C2/C(=C(/O)c3ccc(OC)cc3)C(=O)C(=O)N2c2cc(C)on2)cc1OC (stereo not drawn)
    -5 | 2 | 4 | -8 | -2 | -2 | 1 | 2 | -3
CCCCN1C(=O)C(NC(=O)C2CC2)(C(F)(F)F)C2=C1CC(C)(C)CC2=O (stereo not drawn)
    -4 | 12 | 4 | 22 | -10 | 16 | 6 | 12 | 4
CCOC(=O)N1CCN(C(=O)CN(c2cccc(C(F)(F)F)c2)S(C)(=O)=O)CC1
    -3 | 10 | 5 | 6 | -12 | 7 | 2 | -9 | 1
O=C(Cn1nnc(-c2ccccc2)n1)OCc1ccccc1
    -5 | -2 | -6 | 7 | 0 | 7 | 9 | 3 | 2
CCN(CC)CCn1c(NCc2cc(OC)ccc2OC)nc2ccccc21
    0 | 12 | nt | -8 | -13 | nt | 1 | -4 | 1
COc1cc(C2NC(=O)NC(C)=C2C(=O)OC(C)(C)C)ccc1OCC(=O)O (stereo not drawn)
    -5 | 3 | 1 | 10 | -8 | 5 | 1 | -1 | -8
COc1ccc(/C=N/n2cnnc2SCc2ccc(OC)cc2)cc1
    -4 | 1 | 14 | -12 | 2 | 13 | 13 | -7 | 0
Cc1ccc(C)c(S(=O)(=O)N2CCN(CC(=O)NC(=O)NCc3ccccc3)CC2)c1
    -6 | 0 | 0 | 19 | -2 | 20 | 8 | 9 | -2
O=C(CCCc1cccs1)Nc1nc2c(s1)CCCC2
    -4 | -1 | -4 | 1 | -4 | 9 | -1 | -2 | 0
CCCCn1c(SCC(N)=O)nc2ccc(N3CCOCC3)cc2c1=O
    -4 | 2 | -9 | 10 | 3 | 35* | -2 | -10 | 8
CCN1CCn2c3c(c4cc(Br)ccc42)CCCC31 (stereo not drawn)
    0 | 9 | nt | 9 | -5 | nt | 11 | 0 | 19
Cc1cc(C)cc(NCc2cc3c(cc2[N+](=O)[O-])OCO3)c1
    -6 | 3 | -2 | 8 | 2 | 3 | -2 | -8 | 14
Cc1ccc(Nc2nc(C)c(CCC(C)C)c(=O)[nH]2)cc1
    -4 | 6 | 11 | 13 | -6 | 19 | 20 | -4 | 0
CS(=O)(=O)c1ccc2nc(NC3(C(F)(F)F)N=C4SCCN4C3=O)sc2c1 (stereo not drawn)
    2 | 1 | -5 | 0 | -1 | -3 | 0 | 7 | 4
Cc1cc(Cl)ccc1Oc1cccc(C(=O)/C(C#N)=C/N(C)C)c1
    -1 | 5 | 5 | -10 | -3 | 65* | 1 | 0 | 2
CC1(C)CC(=O)C2=C(C1)N(Cc1cccnc1)C(=O)C2(NC(=O)c1cccnc1)C(F)(F)F (stereo not drawn)
    -2 | -19 | 0 | 7 | 22 | 1 | -3 | 8 | -9
COc1ccc(CN(C(=S)Nc2ccccc2)C2CC(=O)N(c3ccc(F)cc3)C2=O)cc1 (stereo not drawn)
    0 | -7 | -3 | 4 | 11 | 15 | 11 | -8 | -6
Cc1cc(C)nc(NS(=O)(=O)c2ccc(NC(=O)C3CC(=O)N(c4ccccc4)C3)cc2)n1 (stereo not drawn)
    -5 | -2 | 0 | 8 | 2 | -9 | 1 | 0 | 0
CC(C)(C)c1nc(CN2CCOCC2)ccc1O
    -1 | 12 | 4 | 2 | -9 | 7 | 5 | -3 | 1
